MITF TRPM1 inh = inhibitors of MITF-dependent TRPM1 promoter reporter, primary screen, cell-based, SK-MEL-5, single point, luciferase. 330,000 compounds, 0.83% hits. SK-MEL-5 TRPM1 promoter luciferase, 24 h. inhibition, % at 12.5 µM;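 active means mean inhibition across replicates of 60% or more, whatever share of single replicates reaches that level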; further: values of inactives mirror those of a sister screen read the other way
HIF-2a inh = HIF-2a reporter inhibitors, primary screen, luminescence, 786-0 RCC cells; 786-0 RCC cells HIF-2a reporter, luciferase luminescence, overnight; inhibition, % at 18.8 µM; 360,000 compounds, 0.72% hits; AID 624352, 2012;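 active means inhibition of the luminescence signal of 40% or more relative to plate controls, in a single-dose primary screen at 18.75 µM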
Peg3 promoter = Peg3 promoter-driven luciferase inhibitors, primary screen, cell-based, HeLa, luciferase luminescence | inhibition, % at 20 µM | HeLa PEG-Prom luciferase reporter, overnight | 360,000 compounds, 1.7% hits;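 active means inhibition of at least 50% at 20 µM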
KKLEB cytotox = cytotoxicity in KKLEB CF airway cells, primary screen, cytotoxicity control for CF NF-kB inhibitor project, cell-based, uHTS, fluorescence assay plates; KKLEB CF airway cells viability, ATPlite luminescence, overnight; hits give low values; cells stimulated with P. aeruginosa culture filtrate; activity change (cytotoxicity), % at 5 µM; 360,000 compounds, 0.36% hits; AID 602141, 2011;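 active means corrected activity change at or below -50% at 5 µM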
C8 TRAIL sens = viability loss with TRAIL in NB7+C8 cells, primary screen, TRAIL sensitizer project, cell-based, ATPlite luminescence. inhibition (viability loss, TRAIL sensitization), % at 10 µM. AID 624354, 2012. 360,000 compounds, 1% hits;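 active means compounds causing at least 50% loss of cell viability in the single-dose screen, relative to plate controls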
CF NFkB inh = inhibitors of PAF-induced NF-kB signaling, primary screen, cell-based, GFP fluorescence, uHTS; KKLEB NF-kB-GFP reporter, GFP fluorescence overnight; inhibition, % at 5 µM; 360,000 compounds, 0.86% hits;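 active means at least 50% inhibition at 5 µM, scaled per plate between neutral and stimulator controls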;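 further: PAF is a Pseudomonas aeruginosa culture filtrate used as stimulus; plate controls were PAF-stimulated DMSO wells for no effect and unstimulated DMSO wells for full effect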
NR2E3 ag-1 = inhibitors of NR2E3-RetCOR corepressor binding, primary screen, NR2E3 agonist project, biochemical, TR-FRET, GST-NR2E3, biotin-RetCOR; Photoreceptor-specific nuclear receptor (Homo sapiens), Q9Y5X4; 1536-well; inhibition of corepressor binding, % at 4.78 µM; 320,000 compounds, 0.12% hits; AID 2300, 2010;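 active means percent inhibition above the cutoff of mean plus 3 SD of all tested compounds, set per screening campaign, cut at about 20% in these data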;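 further: 0% = DMSO wells and 100% = biotin wells as full block of FRET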
Target sequence (Q9Y5X4 whole entry, looked up): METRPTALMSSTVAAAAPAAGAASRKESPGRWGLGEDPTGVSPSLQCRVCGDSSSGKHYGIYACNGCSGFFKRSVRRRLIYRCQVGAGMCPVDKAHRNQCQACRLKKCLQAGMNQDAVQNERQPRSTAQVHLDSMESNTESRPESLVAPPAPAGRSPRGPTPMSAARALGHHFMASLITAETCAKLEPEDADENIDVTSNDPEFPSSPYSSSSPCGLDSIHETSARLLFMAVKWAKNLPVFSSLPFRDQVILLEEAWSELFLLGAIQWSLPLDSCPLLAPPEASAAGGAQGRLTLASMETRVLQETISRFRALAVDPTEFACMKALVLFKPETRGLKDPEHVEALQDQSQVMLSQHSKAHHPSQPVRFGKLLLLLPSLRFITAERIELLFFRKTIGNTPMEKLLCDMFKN
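system = GST-tagged NR2E3 plus biotinylated RetCOR corepressor | input = 1.35 nM GST-NR2E3 | also added = 7 nM biotin-RetCOR | schedule = 5 h incubation at 4 °C | measured by = TR-FRET with europium anti-GST and streptavidin-D2, 340 nm excitation | read-out = percent loss of FRET ratio relative to control wells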
EBV LMP1 NFkB = EBV LMP1-driven NF-kappaB luciferase reporter inhibitors, primary screen, cell-based, luminescence, single point; LMP1-induced NF-kappaB luciferase reporter cells; inhibition, % at 12.5 µM; 350,000 compounds, 0.69% hits; in the data active means inhibition above about 41%;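 further: 0% = neutral control wells and 100% = reference inhibitor control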
Shn3 3UTR inh = reduction of Shn3 3'UTR firefly luciferase signal, primary screen, Schnurri-3 inhibitor project, cell-based, Clone20 osteoblasts, set 2; 360,000 compounds, 0.52% hits; Clone20 osteoblast Shn3 3'UTR firefly luciferase, 24 h; inhibition, % at 12.5 µM;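 active means mean inhibition of at least 75% with every replicate also reaching 75%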;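 further: 0% = median of neutral control wells and 100% = pilot-screen positive control compound; some compounds past the cut are filed as inactive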
iPSC survival up = enhancers of single-cell hiPSC survival, primary screen, ATPlite luminescence; 100% = ROCK inhibitor wells, 0% = DMSO; survival enhancement, % at 20 µM; 360,000 compounds, 0.044% hits; AID 602274, 2012; in the data active means survival enhancement above about 18%;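 further: cells exposed to compounds for 16 hours before the ATP read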
NR2E3 ag-2 = NR2E3 agonists in two-hybrid cells, primary screen, cell-based, luminescence, CHO-S, Gal4-NCOR/VP16-NR2E3. luciferase. inhibition of corepressor binding, % at 3.98 µM. 360,000 compounds, 0.35% hits. AID 602229, 2012;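 active means inhibition above the mean of all tested compounds plus 3 SD, cut at about 70% in these data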;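 further: 0% = DMSO with NR2E3 transfected cells and 100% = cells lacking NR2E3 construct; higher means lower luciferase signal from less NR2E3 corepressor binding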
* hit, by the source's call; / = no result given.

SMILES	MITF TRPM1 inh	HIF-2a inh	Peg3 promoter	KKLEB cytotox	C8 TRAIL sens	CF NFkB inh	NR2E3 ag-1	EBV LMP1 NFkB	Shn3 3UTR inh	iPSC survival up	NR2E3 ag-2
CCOc1ccc(C(=O)NCC(c2ccco2)N2CCOCC2)cc1 (centres undefined)	-7	4	-2	5	-20	4	-1	9	3	0.0	5
CC1CCCC/C1=N/Nc1ccc([N+](=O)[O-])cc1[N+](=O)[O-] (centres undefined)	2	6	2	3	0	2	-1	1	23	-1.0	24
O=C(Cc1cccs1)N/N=C/c1ccccc1	-18	-76	-12	0	-9	10	-1	-5	-11	-0.7	-38
CC(C)NC(=O)c1ccccc1S(=O)c1ccccc1C#N (centres undefined)	2	15	5	8	13	13	5	-1	4	3.5	-12
CC(C)(C)c1ccc(CC(=O)N2CCC2(C)C(=O)O)cc1 (centres undefined)	/	13	6	-7	-1	8	/	/	-12	0.0	3
COc1ccc(N2CCN(CCCn3c(=S)[nH]c4ccccc4c3=O)CC2)cc1	-1	-9	8	0	23	-20	2	17	10	-0.4	19
CC(C)(C)OC(=O)COc1cc(OCC(=O)OC(C)(C)C)c2c(=O)cc(-c3ccccc3)oc2c1	-7	7	41	-1	13	-1	2	7	36	1.2	-2
CCN(CC)S(=O)(=O)c1ccc(OC)c(NC(=O)Cn2cnc3c2c(=O)n(C)c(=O)n3C)c1	6	13	22	-1	-2	-8	-3	-13	11	-1.4	3
CCCSc1ccc(C(=O)Nc2ccc(Cl)cc2)cn1	-22	-243	-258	7	8	-26	-1	-54	-35	-0.9	-32
O=C(NCC(c1ccco1)N1CCCCC1)c1ccc2c(c1)S(=O)(=O)c1ccccc1C2=O (centres undefined)	-1	17	21	-12	-4	8	-2	7	23	0.0	-10
CN(C)c1ccc(/C=N/NC2=NS(=O)(=O)c3ccccc32)cc1	-12	10	-4	-5	7	8	-4	-10	6	-0.2	0
CC1CN(C(=O)c2ccc(S(=O)(=O)Nc3ccccc3F)cc2)CC(C)O1 (centres undefined)	4	8	6	-10	-25	16	1	-3	-2	-0.5	-30
Cc1ccc(C(=O)NCCN2C3=NC[C@H](C)N3C[C@H]2Cc2ccc(O)cc2)cc1Br	-2	0	-10	8	-6	-8	0	-9	-1	-2.7	-36
CCOc1ccc(OCCOc2ccc(/C=C/C(=O)O)cc2OCC)cc1	5	-1	-4	-8	1	8	1	-4	1	0.1	-19
O=C(NCC(c1ccco1)N1CCOCC1)c1ccc([N+](=O)[O-])cc1 (centres undefined)	-2	8	1	2	-2	-8	-4	-15	-30	-0.4	27
NC(=O)c1nsc(C(=O)N(c2ccccc2)C(C(=O)NCC2CCCO2)c2cccs2)c1N (centres undefined)	-3	6	21	-4	3	3	-1	-5	-13	0.9	6
CC1CCN(S(=O)(=O)c2ccc(NC(=O)CSc3ncccc3C(=O)O)cc2)CC1	4	-10	4	2	-15	-3	1	0	-17	1.1	0
CCOC(=O)Cc1csc(NC(=O)c2sc3nc4ccc(CC)cc4cc3c2N)n1	-17	-210	-88	-13	31	5	3	-2	-28	1.0	-32
C#CCOCCOCCOCCNc1nc(N2CCN(C(=O)[C@H](CCCCN)n3cc(CN)nn3)CC2)nc(N2CCN(C(=O)[C@H](CCC(=O)O)n3cc([C@@H](N)CCCCN)nn3)CC2)n1	-7	12	11	-9	-4	-12	/	-6	-9	3.4	-20
CCC(C(=O)OC)n1cnc2c(oc3ccccc32)c1=O (centres undefined)	2	-32	-15	-12	5	-34	0	-7	0	-0.2	-5
COc1ccc(/C=C/C(=O)NCC(=O)n2nc(C)cc2C)cc1	/	11	1	7	-2	4	-2	/	1	-0.3	9
O=C(NCCNC(=O)c1cnccn1)c1ccc(Cl)cc1	-13	6	5	-1	2	-11	2	5	-11	-0.4	-30
O=C(OCCN=C1NS(=O)(=O)c2ccccc21)c1ccco1	6	18	-5	14	-3	5	2	6	-2	-1.3	35
Nc1c(C2CCCCC2)c(=O)on1C(=O)c1ccccc1	6	-11	-10	-1	-2	-10	/	-9	-14	1.0	1
COc1ccc(CCNc2nc(N3CCOCC3)nc(N3CCOCC3)n2)cc1OC	-3	7	-6	-10	1	16	3	2	31	-3.4	9
Additional entries
SMILES	MITF TRPM1 inh	HIF-2a inh	Peg3 promoter	KKLEB cytotox	C8 TRAIL sens	CF NFkB inh	NR2E3 ag-1	EBV LMP1 NFkB	Shn3 3UTR inh	iPSC survival up	NR2E3 ag-2
COc1ccc(CNCC(O)COc2ccc(C(C)(C)c3ccccc3)cc2)cc1 (centres undefined)	-12	10	74*	-6	10	22	0	6	18	-0.6	1
CCOc1ccc(S(=O)(=O)N2CCN(C(=O)c3ccccc3Cc3ccccc3)CC2)cc1	-12	4	3	-11	2	12	-5	1	7	-0.6	-4
CC(=O)C1=C(C)N(CC2CC2)C(=O)N[C@H]1c1ccccc1	1	3	10	-17	-17	4	1	0	6	6.9	-16
O=c1c2ccccc2nc2n1CCCCC2	-5	11	14	7	45	4	2	5	4	-1.8	-24
CCNC(=O)C1(C)CCCN(C(=O)c2nc3ccccc3s2)C1 (centres undefined)	/	16	13	15	-22	-16	/	/	-2	5.4	-31
O=C(NC(c1ccccc1)c1ccccc1)c1ccc(=O)[nH]n1	-5	12	-1	-15	10	4	2	-2	5	0.8	-35
CCOC(=O)c1ccccc1NC(=O)CSc1nnc(Cc2cccn2C)n1-c1ccc(C)cc1	14	0	25	3	-11	2	0	-6	59	-0.5	-2
Cc1ccc(NC(=O)C2CC2c2ccccc2)c([N+](=O)[O-])c1 (centres undefined)	-43	-236	-178	9	-13	-16	2	-27	-53	-0.5	-67
CC(C)(C)n1nc2c(c1NC(=O)COc1ccc(F)cc1)CS(=O)(=O)C2	-9	11	8	-2	3	-35	-4	-4	-8	0.3	-8
Cc1ccccc1CN(c1ccc(C(=O)NCc2cccnc2)cc1)S(C)(=O)=O	4	12	11	8	-2	7	1	52*	-18	0.9	-2
COc1ccc(OCC(O)CN(CC(O)COc2ccc(OC)cc2)c2cccc(O)c2)cc1 (centres undefined)	0	-8	-2	-2	-21	3	0	-3	3	-0.3	-12
COc1ccc(NC(=S)NC(=O)CC(C)C)c(OC)c1	-12	-87	-60	-16	11	-1	-1	-2	-7	-0.9	-17
Cc1cc(SCC(=O)N(C)C2CCCCC2)nc2ccccc12	9	-7	1	16	-9	-7	/	-4	4	-0.3	-36
NC(=O)c1cc2nc(-c3ccco3)cc(C(F)(F)F)n2n1	-1	2	7	-2	-20	-14	2	5	5	0.5	-17
CCCc1[nH]n(-c2nc3ccccc3s2)c(=O)c1C=NCC(C)C	-3	-43	-35	-2	-2	-5	4	8	5	3.3	-7
CC(OC(=O)c1ccc2c(c1)S(=O)(=O)c1ccccc1C2=O)C(N)=O (centres undefined)	8	-1	-7	8	-7	6	4	-4	-2	-0.6	-21
Cn1nc(C(F)(F)F)c(/C=N/OCc2c(Cl)cccc2Cl)c1Cl	-1	10	-9	7	-5	6	2	-2	-4	-1.5	-9
O=C(NC1CCCCC1)N(Cc1cc2cc3c(cc2[nH]c1=O)OCCO3)C1CCCCC1	-2	36	19	-18	8	5	2	8	32	0.5	-9
NC(=O)Nc1ccc(C(=O)OCC(=O)c2c[nH]c3ccccc23)cc1	-10	-49	-59	-3	-13	7	/	-5	-19	15	-2
COc1cc(CN2C[C@@H](CO)O[C@@H](n3cnc4c(NCC(C)C)ncnc43)C2)cc(OC)c1OC	/	9	9	-1	-6	-20	/	/	7	0.4	18
COc1ccc(C(=O)COC(=O)CNC(=O)c2cc(OC)cc(OC)c2)cc1	4	18	3	-5	-4	-4	1	-3	5	1.5	6
Cc1ccc2ccc[n+](Cc3ccccc3)c2c1	6	4	8	-16	4	-4	1	-3	17	-0.3	-25
COc1ccc(N2C(=O)CC(SCc3ccc(Cl)cc3)C2=O)cc1 (centres undefined)	8	11	4	-6	-6	7	0	11	-4	-0.2	9
CN(C)S(=O)(=O)c1ccc(NC(=O)CCNC(=O)c2ccc([N+](=O)[O-])cc2)cc1	11	12	7	9	-7	-9	1	-7	3	0.7	20
CCS(=O)(=O)N1CCC(C(=O)NCCCOC)CC1	-17	-6	14	1	2	2	2	0	1	0.3	-23

Overlap with the part before: 2 compounds; new compounds follow.
SMILES	MITF TRPM1 inh	HIF-2a inh	Peg3 promoter	KKLEB cytotox	C8 TRAIL sens	CF NFkB inh	NR2E3 ag-1	EBV LMP1 NFkB	Shn3 3UTR inh	iPSC survival up	NR2E3 ag-2
CN(C)S(=O)(=O)c1ccc(NC(=O)CCNC(=O)c2ccc([N+](=O)[O-])cc2)cc1	11	12	7	9	-7	-9	1	-7	3	0.7	20
CCS(=O)(=O)N1CCC(C(=O)NCCCOC)CC1	-17	-6	14	1	2	2	2	0	1	0.3	-23
Cc1ccc(N2CC(C(=O)NCCS(=O)(=O)N3CCN(c4ccccc4)CC3)CC2=O)cc1C (centres undefined)	7	3	1	-12	11	6	-1	-3	-33	-0.1	1
CCCCN(CCCC)CC(O)CN(c1cc([N+](=O)[O-])ccc1OC)S(=O)(=O)c1ccccc1 (centres undefined)	0	16	-8	-3	11	6	-2	3	30	-0.9	14
CCCCOc1ccc(CSc2ncn[nH]2)cc1	-65	-151	-158	26	6	-5	0	-20	-65	-1.4	-108
O=C(/C=C/c1ccc(N2CCCCC2)c([N+](=O)[O-])c1)c1ccc(S(=O)(=O)N2CCCC2)cc1	-2	21	55*	-18	-1	17	1	6	61	-2.0	-1
COCC(C)n1c(SCc2nc(N)nc(Nc3ccccc3C)n2)nc2ccccc2c1=O (centres undefined)	2	28	22	-17	-4	17	1	2	2	1.1	-13
CCOC(=O)N1CCN(C(=O)CN(C)S(=O)(=O)c2ccc(OC)c(OC)c2)CC1	16	9	-4	-5	-15	8	1	-2	-8	-0.2	2
N#CC1CC(c2ccccc2)Nc2cc(Cl)ccc2N1 (centres undefined)	-39	-369	-302	-10	16	-10	-4	-22	-26	-0.3	-270
Nc1ccc(C(=O)Nc2ccc3nc(-c4ccncc4)[nH]c3c2)cc1	4	4	-30	6	1	0	1	10	-3	0.6	-10
O=C1NC(=S)SC1=Cc1cc(Br)ccc1O	9	-5	10	-8	3	-34	/	3	-14	2.2	23
CCN(CC)S(=O)(=O)c1ccc(N2CCCC2)c(NC(=O)Cc2c(F)cccc2Cl)c1	-4	6	16	-2	21	17	1	6	-31	0.3	-24
Cc1nc2oc3c(NCc4ccccn4)ncnc3c2c2c1COC(C)(C)C2	-3	24	13	-6	1	-3	2	-4	-1	0.1	16
CCCOc1ccc(C(CC(=O)O)NC(=O)c2cccs2)cc1 (centres undefined)	2	20	20	11	-1	-2	0	2	-33	-1.1	13

Screens as filed in PubChem BioAssay.

Only part of the results is shown. The share of hits here may be higher or lower than overall.
